Screening data from PubChem BioAssay.
IDE inh – human IDE inhibitors in live cells, primary screen, fluorescence polarization, HEK cells, FAbetaB substrate. Insulin-degrading enzyme (Homo sapiens), P14735. FAbetaB cleavage. inhibition, % at 5.59 µM. 320,000 compounds, 0.41% hits. AID 434962, 2010;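 active = percent inhibition above the average of all tested compounds plus 3 SD, set per screening campaign, cut at about 16% in these data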;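 also: IDE supplied by intact live HEK cells; FP after avidin binding of uncleaved biotin substrate so inhibition keeps polarization high; 0% = DMSO wells and 100% = 60 µM reference IDE inhibitor Ii1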
CHRM5 PAM – human M5 muscarinic receptor positive allosteric modulators, primary screen, CHO-K1 cells, Fluo-8 calcium fluorescence. Muscarinic acetylcholine receptor M5 (Homo sapiens), P08912. CHO-K1 hM5, ACh EC20 PAM; 0% = ACh EC20, 100% = ACh EC100. activation, % at 3 µM. 360,000 compounds, 0.3% hits. AID 624038, 2012;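 active = activation above the run cutoff, the mean activation of all test compounds plus 3 SD, cut at about 18% in these data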
Target sequence (P08912 whole entry, looked up): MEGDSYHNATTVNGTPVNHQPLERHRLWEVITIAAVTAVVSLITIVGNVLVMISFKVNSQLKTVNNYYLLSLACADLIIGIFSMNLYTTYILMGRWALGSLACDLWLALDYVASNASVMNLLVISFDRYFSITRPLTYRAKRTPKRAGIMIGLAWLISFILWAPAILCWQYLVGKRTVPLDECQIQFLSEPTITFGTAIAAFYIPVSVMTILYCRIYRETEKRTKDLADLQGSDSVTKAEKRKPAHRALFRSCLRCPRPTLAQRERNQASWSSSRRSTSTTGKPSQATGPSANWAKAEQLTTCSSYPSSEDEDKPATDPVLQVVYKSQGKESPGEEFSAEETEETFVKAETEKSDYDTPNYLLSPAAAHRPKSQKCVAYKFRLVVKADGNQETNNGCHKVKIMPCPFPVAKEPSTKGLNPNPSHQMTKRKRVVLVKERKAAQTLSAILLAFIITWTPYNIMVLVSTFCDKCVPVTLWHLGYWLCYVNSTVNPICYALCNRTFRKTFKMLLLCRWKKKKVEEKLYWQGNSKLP
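System: CHO-K1 cell line with stable human muscarinic M5 receptor expression | Also added: EC20 acetylcholine as agonist stimulus | Compound: One concentration, 3 µM final (nominal) | Timing: Fluo-8 loading 80 min at 37 °C plus 30 min room temperature | Measured by: Fluo-8 calcium dye fluorescence, kinetic read | Read-out basis: % activation, ACh-normalized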
CHRM5 antagonist – human M5 muscarinic receptor antagonists, primary screen, CHO cells, Fluo-8 calcium fluorescence; AID 624040, 2012; Muscarinic acetylcholine receptor M5 (Homo sapiens), P08912; 360,000 compounds, 0.59% hits; inhibition, % at 3 µM; CHO-hM5 cells, ACh EC80;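 active = inhibition above a per-plate cutoff, the mean of that plate's test compounds plus 3 SD, cut at about 27% in these data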;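 also: 0% = acetylcholine EC80 with DMSO and 100% = DMSO without agonist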
CRFBP-R2 agonist – agonists of CRF-BP/CRF-R2 complex, primary screen, cell-based, HEK293, calcium dye fluorescence, uHTS. 350,000 compounds, 0.46% hits. AID 588473, 2011. activation, % at 13.2 µM. CRF-binding protein / CRF receptor 2 complex (human). calcium dye fluorescence (FLIPR); percent of saturating CRF peptide response;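 active = activation of at least 50%, plus an integration ratio under a set limit after plate pattern correction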;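 also: plate controls were neutral control wells without compound for no effect and CRF at EC100 for full effect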
CHRM4 agonist – human M4 muscarinic receptor agonists, primary screen, CHO-K1 cells, Fluo-8 calcium fluorescence | Muscarinic acetylcholine receptor M4 (Homo sapiens), P08173 | CHO-K1 hM4/Gqi5; vehicle 0%, full acetylcholine response 100% | activation, % at 3 µM | 360,000 compounds, 0.14% hits;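 active = activation above the run mean over all test wells plus 3 SD, cut at about 32% in these data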;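 also: peak over basal fluorescence ratio per well then scaled between controls; 0% = DMSO wells and 100% = acetylcholine at EC100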
Target sequence (P08173 whole entry, looked up): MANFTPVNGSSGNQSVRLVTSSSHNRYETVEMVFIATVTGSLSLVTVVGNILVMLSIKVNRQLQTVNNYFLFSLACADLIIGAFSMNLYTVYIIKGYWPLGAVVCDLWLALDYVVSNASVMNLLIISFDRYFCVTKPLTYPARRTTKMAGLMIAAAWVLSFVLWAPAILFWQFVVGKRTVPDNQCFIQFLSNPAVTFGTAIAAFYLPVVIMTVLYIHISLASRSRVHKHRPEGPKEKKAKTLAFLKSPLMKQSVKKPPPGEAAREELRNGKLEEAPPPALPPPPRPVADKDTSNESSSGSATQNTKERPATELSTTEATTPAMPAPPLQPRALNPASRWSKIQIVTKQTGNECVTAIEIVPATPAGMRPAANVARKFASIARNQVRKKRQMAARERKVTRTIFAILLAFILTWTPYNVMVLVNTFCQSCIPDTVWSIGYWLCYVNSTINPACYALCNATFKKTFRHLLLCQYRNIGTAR
CRFR2-BP antag – antagonists of CRF-BP/CRF-R2 complex, primary screen, cell-based, HEK293, calcium dye fluorescence, uHTS; CRF-induced calcium fluorescence; inhibition, % at 11.8 µM; 350,000 compounds, 0.59% hits; AID 588475, 2011;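 active = inhibition of the ligand-induced calcium signal above about 50% at the single tested concentration, limit read from the data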
M4 PAM – human M4 muscarinic receptor positive allosteric modulators, primary screen, CHO-K1 cells, Fluo-8 calcium fluorescence; activation, % at 3 µM; CHO-K1 hM4/Gqi5, ACh EC20; 0% = ACh EC20, 100% = maximal ACh; 360,000 compounds, 0.4% hits; Muscarinic acetylcholine receptor M4 (Homo sapiens), P08173;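 active = activation above its plate's cutoff, the mean activation of sample wells plus 3 SD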; also: some results filed as inactive read as strong as hits
M5 ag – human M5 muscarinic receptor agonists, primary screen, CHO-K1 cells, Fluo-8 calcium fluorescence | Muscarinic acetylcholine receptor M5 (Homo sapiens), P08912 | CHO-K1 hM5 cells; 0% DMSO wells, 100% maximal acetylcholine response | activation, % at 3 µM | 360,000 compounds, 0.19% hits | AID 624037, 2012;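 active = activation above the run's mean over test compounds plus 3 SD, cut at about 23% in these data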;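 also: signal is peak over basal fluorescence ratio across the kinetic read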
M4 antag – human M4 muscarinic receptor antagonists, primary screen, CHO cells, Fluo-8 calcium fluorescence. Muscarinic acetylcholine receptor M4 (Homo sapiens), P08173. CHO-hM4 cells, ACh EC80. inhibition, % at 3 µM. 360,000 compounds, 0.73% hits. AID 624125, 2012;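 active = inhibition above its plate's cutoff, the mean inhibition of sample wells plus 3 SD, cut at about 27% in these data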;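 also: 0% = acetylcholine EC80 with DMSO and 100% = DMSO without agonist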
The depositor's hits bear a star; / = no result given.

Screens in order: IDE inh, CHRM5 PAM, CHRM5 antagonist, CRFBP-R2 agonist, CHRM4 agonist, CRFR2-BP antag, M4 PAM, M5 ag, M4 antag
CC(=O)Oc1ccc(-c2ccc(C(=O)NCCc3ccc(S(N)(=O)=O)cc3)cc2)cc1
 : 3, -8, 11, 3.7, 9, 2, -10, 0, 5
CCC(=NNc1ccc([N+](=O)[O-])cc1[N+](=O)[O-])c1ccccc1
 : /, 4, -7, /, 1, /, 9, -2, -6
COc1ccc(-c2nn(-c3ccccc3)cc2C(=O)N(C)CC(=O)Nc2ccccc2Br)cc1
 : /, -14, 21, 0.9, 5, -4, -9, -6, 5
COc1cc(OC)nc(NC(=O)CCl)n1
 : 0, 3, -2, 1.6, 8, 0, -4, 1, 8
Cc1cccn2cc(-c3cccc(NC(=O)c4cccs4)c3)nc12
 : 0, -3, 4, -0.1, 6, -4, 2, -11, 1
O=C(N/N=C/c1cccnc1)c1cc(O)c(O)c(O)c1
 : 10, 2, 3, -0.9, 1, -3, 2, -2, -5
CCOc1ccc2[nH]c3ncccc3c(=O)c2c1
 : 5, 1, 3, 15, 1, -3, 0, -6, -3
FC(F)(F)c1cccc(Oc2ccc3c(C(F)(F)F)cc(C(F)(F)F)nc3n2)c1
 : 0, 2, -3, 1.2, -1, 1, 3, -4, -8
Cc1ccc(S(=O)(=O)N(C)C)cc1NC(=O)COC(=O)/C=C/c1cnc2ccccc2n1
 : -3, 10, 1, -1.8, 1, 1, 5, 0, -7
CCCCCCOc1ccc(C(CC(=O)O)C(N)=O)cc1 (stereo unspecified)
 : -3, 3, -6, 1.1, 1, -8, 9, -1, -6
CCn1cc(Cl)c(C(=O)N2N=C(c3ccc4ccccc4c3)CC2c2ccccc2O)n1 (stereo unspecified)
 : 9, -3, 6, 4.1, 2, -41, 7, -3, -3
COc1cccc(C(=O)N2CCC[C@H]2C(=O)N2CCC[C@H]2C(=O)NCc2ccc(F)cc2F)c1
 : /, 0, -5, /, 0, /, 4, 3, 2
C[C@H](NC(N)=O)C(=O)OCC(=O)NCc1cccs1
 : 2, 3, 8, 0.0, 1, 5, 6, 2, -6
N#Cc1c(NC(=O)c2ccc(-c3ccccc3[N+](=O)[O-])o2)sc2c1CCCC2
 : -2, 12, -2, -1.4, 0, -15, 4, 2, 5
COc1cc(OC)c(C2=NOC(C(=O)O)C2)cc1Cl (stereo unspecified)
 : -1, -10, 11, -0.3, 1, 7, 2, -1, 5
CC(CS(=O)(=O)c1ccc2c(c1)NC(=O)CS2)C(=O)NCc1ccccc1Cl (stereo unspecified)
 : 6, 1, -5, 0.4, 3, 13, 1, -5, 1
O=C(NC12CC3CC(CC(C3)C1)C2)C12CC3CC(C1)CC(n1cnc(Cl)n1)(C3)C2
 : 3, -4, 2, 0.2, 1, -9, 13, 2, 5
CN(CC(=O)Nc1cccc(F)c1)C(=O)CCSc1ccc(F)cc1
 : 4, -17, 7, 5.8, 12, 20, -6, 1, -11
OCC[C@@H]1C[C@H](O)[C@@H](O)[C@@]2(OCc3cc(C(F)(F)F)ccc32)O1
 : /, 0, -1, -0.9, 1, -11, 13, 0, -16
O=C(CSc1nnc2scc(-c3ccccc3)n12)Nc1nsc(-c2ccc(Cl)cc2)n1
 : -4, 4, -7, 3.4, 1, -10, 6, -4, -10
CCOc1cccc2sc(N(CCCN(C)C)C(=O)c3ccc(S(=O)(=O)N4CCc5ccccc5C4)cc3)nc12
 : -9, -2, 5, 1.9, 5, -35, 2, -5, -4
CN1c2ccc([N+](=O)[O-])cc2N(C)C1(C)c1ccccc1 (stereo unspecified)
 : /, -5, 7, -2.1, 0, 30, -10, -8, 18
O=C(CNS(=O)(=O)c1ccc(Br)s1)Nc1ccc2c(c1)OCCO2
 : 6, 2, -1, -2.1, 3, -7, 2, -1, 2
CCn1nc(C)cc1C(=O)N1CCCC(N(C)CCc2ccc(OC)c(OC)c2)C1 (stereo unspecified)
 : -2, -4, -1, 1.2, 0, 0, 6, -5, -4
CC(C)(C)c1cc[n+](-c2[nH]c(=O)sc2/C=N/NC([S-])=Nc2ccccc2)cc1
 : 4, 1, -3, 38, 13, -27, 0, 9, -8
Cc1cc(C(=O)Nc2ccc(Br)cc2F)n(-c2ccccc2)n1
 : 1, -5, 8, -3.1, 11, -10, 1, -4, 4
COc1ccc(C(C)(C)C)cc1NC(=O)c1ccc[n+]([O-])c1
 : -3, 1, 5, -1.0, 1, 5, 5, -4, -4
Cc1ccc(-c2nc3sc(C#N)c(N)n3c(=O)c2C#N)cc1
 : 10, -3, -3, 12, 1, -14, 5, -1, -8
O=C1N=C(N2CCCC2)S/C1=C\c1cccc(Br)c1
 : 4, -11, 7, -0.8, 2, 6, 1, -1, 10
CCN(CC)C(=O)C1CCN(C(=O)c2oc3ccc(C)cc3c2C)CC1
 : -6, 12, -10, -1.2, 2, -9, 9, -4, -1
Cc1ccc(S(=O)(=O)N2CCN(C(=O)c3sccc3C)CC2)cc1
 : -8, -2, 0, -0.6, 1, 1, 7, 1, -12
COc1ccccc1Cc1c(-c2ccc(C#N)cc2)nc2ccc(Br)cn12
 : /, -3, 7, /, 0, /, 6, 0, 0
OCC1(CO)COC(CCc2ccccc2)=N1
 : -1, 0, 11, -0.8, 0, 1, 3, -4, 0
O=C(O)Cn1nnc2ccccc21
 : 1, 4, 1, -1.6, 0, -1, 2, 2, 1
Cc1ccccc1N1C(=O)CC(N(O)c2ccccc2)C1=O (stereo unspecified)
 : 1, -2, -4, -1.4, 2, -20, -1, 1, 2
COc1ccc(N2CCN(C(=O)CCc3nnc4ccc(N5CCCC5)nn34)CC2)cc1
 : 7, 6, 1, -0.7, 4, -1, 2, -3, 0
C=C(C)Cn1c2ccc(NC(=O)CCOCC)cc2c(=O)n1C
 : /, 3, -2, /, 1, /, 9, 1, -8
COc1cc(C(=O)NC(C)CCc2ccccc2)cc(OC)c1OC (stereo unspecified)
 : 1, -2, 10, -4.4, 0, 10, 3, -4, -5
CCCOC1CCCN(C(=O)CCc2nnc(CCCCc3ccccc3)o2)C1 (stereo unspecified)
 : 3, -4, 3, 2.0, 5, -6, -5, 2, 5
NC(=O)C1CCN(C2CC(=O)N(c3ccc(F)c(Cl)c3)C2=O)CC1 (stereo unspecified)
 : 4, 4, -4, -0.3, 0, 4, -1, -1, 4
Cc1ccc(CCC(=O)Nc2ccccc2C(=O)O)o1
 : 4, -4, 8, -1.3, -2, 7, -7, -2, 3
CC(NC(=O)c1ccc(OC2CCN(Cc3ccccn3)CC2)cc1)c1ccccc1 (stereo unspecified)
 : -5, 2, 1, -0.7, 1, -5, -5, -15, -1
COc1cccc(CNc2nc3cc(-c4ccccc4)sc3c(=O)n2C)c1OC
 : /, -4, 3, /, 17, /, -5, 0, 3
CCc1cc2c3c(c1)C(C)CC(C)(C)N3C(=O)C2=O (stereo unspecified)
 : -6, 0, -9, 0.6, -2, 10, -1, 26*, 8
Fc1ccc2[nH]c3c(N4CCc5ccccc5C4)ncnc3c2c1
 : 29*, -27, 27*, -0.4, 18, -3, -16, 6, 23
CN(C1CCS(=O)(=O)C1)S(=O)(=O)c1ccccc1[N+](=O)[O-] (stereo unspecified)
 : 4, -1, 5, -0.2, 1, 10, -1, -2, 5
Clc1c(-c2ccccc2)nnn1-c1ccccc1
 : 2, -3, -4, -0.3, -1, 17, 7, -6, -11
COc1cccc(N2C(=NC(=O)C3CCCCC3)SC3CS(=O)(=O)CC32)c1 (stereo unspecified)
 : -6, -1, 6, -0.6, 0, -18, 0, -1, 6
Cc1ccc(C)c(NC(=O)CCn2cnnn2)c1
 : 6, -10, 5, -2.4, 1, 29, 1, 0, 0
CC(C)Cc1nnc(NC(=O)c2ccc(S(=O)(=O)N3CCCC3)cc2)s1
 : /, -1, 2, 1.2, 0, -9, -2, -1, -12
O=C(O)CSCCOc1ccc(OCCSCC(=O)O)cc1
 : 9, 4, -5, -1.4, 0, 31, -5, -2, 4
CC1CCCN(CCCNC(=O)c2nn(C)c3c2CS(=O)(=O)c2ccccc2-3)C1 (stereo unspecified)
 : -3, 3, -3, 3.3, 1, 3, 8, -8, -17
Cc1cc(=O)n2nc(N3CCCC(C(=O)NCCc4ccc(Cl)cc4)C3)sc2n1 (stereo unspecified)
 : 2, -6, 8, 0.3, 4, -5, -4, -5, -12
Cn1cc(Br)c(C(=O)Nc2sc3c(c2C(N)=O)CCCC3)n1
 : 6, -3, 10, -1.5, 3, -1, -2, -2, 7
Cc1ccccc1C(=O)NNC(=O)CSc1nnc(C)n1-c1ccccc1
 : 9, -1, 5, -1.0, 0, -1, 4, -4, 1
Cc1ccc(Nc2nc(Cl)nc(N(C)C#N)n2)cc1
 : 4, 2, -6, -0.4, -2, 14, 5, -7, -9
COc1cccc2c(=O)n(CC(=O)NCCc3ccccc3)ccc12
 : -3, 0, 8, -8.8, 0, 4, 15, 1, 29*
Nc1nc(-n2cnnc2)nn1-c1ccccc1
 : -1, 1, -2, -1.0, 1, -13, 7, 3, 6
CCC1CCCCN1CCCNC(=O)c1ccc(N2CCOCC2)c(NS(=O)(=O)c2ccc(OC)cc2)c1 (stereo unspecified)
 : 4, 8, 1, 12, 0, 6, 4, -9, 0
O=C(NCCSc1c[nH]c2ccccc12)c1ccc2c(c1)OCO2
 : 8, -13, 7, -6.3, 4, 13, -4, 0, -3

Further results
Screens in order: IDE inh, CHRM5 PAM, CHRM5 antagonist, CRFBP-R2 agonist, CHRM4 agonist, CRFR2-BP antag, M4 PAM, M5 ag, M4 antag
Cc1ccccc1OCCCCn1cnc2ccccc21
 : 5, -16, 19, -0.2, 9, 1, -17, 3, 12
O=C(Cc1ccc(NC(=O)C2CCCN(C(=O)C3CCCC3)C2)cc1)Nc1ccc(C(=O)N2CCOCC2)cc1 (stereo unspecified)
 : /, -1, 1, -0.2, 0, -12, 7, 1, 4
COc1ccc(Cl)cc1NC(=O)c1cnc2n(c1=O)CCS2
 : 0, -2, -5, 0.5, 2, 5, 14, 1, -22
O=C(NNC(=O)c1cccc2ccccc12)c1ccc(Cl)c(Cl)c1
 : /, -4, 8, -4.2, 6, 8, -4, 1, -5
Cc1cccc(NC(=O)c2cccc3c2C(=O)c2ccccc2-3)c1
 : 1, 4, -4, 1.8, 0, 14, 12, -1, 0
CCN(C(=O)COC(=O)c1oc2ccccc2c1C)c1c(N)n(Cc2ccccc2)c(=O)[nH]c1=O
 : 3, 15, -9, 2.0, 3, -11, 14, 3, -5
COc1ccc(NC(=O)COc2cccc(-n3cnnn3)c2)cc1
 : -2, 4, 6, -0.2, 4, -1, 6, -2, -9
COc1ccc(N2CCN(C(=O)CN3C(=O)C4CC=CCC4C3=O)CC2)cc1 (stereo unspecified)
 : -6, 1, -4, 0.1, 0, 11, -1, -1, -8
